Assay outcomes from PubChem.
ABCG2 block: inhibitors of human ABCG2 transporter, ABCB1 counter-screen | inhibition, % at 6.6 µM | Q9UNQ0 | AID 1325 | IgMXP3 cells, JC-1 efflux, flow cytometry | 190,000 compounds, 0.1% hits;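 active means inhibition above 80%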;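 further: 0% = DMSO and 100% = nicardipine control wells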
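Incubation: cells with compound and JC-1, 10 min at 25 °C, rotating, no wash / Test system: IgMXP3 (ABCG2) plus far-red-tagged CCRF-Adr (ABCB1) cells / Compound dosing: one concentration, 6.6 µM final / Also added: JC-1 fluorescent substrate / Evaluation: efflux inhibition in percent versus controls / Detection: flow cytometry, 530 nm JC-1 signal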
Rac1 wt GTP bind: alters GTP binding to wildtype human Rac1; P63000; GST-Rac1 beads, fluorescent GTP binding, flow cytometry; actives lie on both sides; 0 = cold GTP competed, 100 = untreated; GTP binding activity (% of control), % at 10 µM; 190,000 compounds, 0.27% hits; AID 757;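 active means GTP binding activity at least 20 points away from the 100% control level, either lower or higher; inconclusive means compound flagged as likely green fluorescent, judged across all proteins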
Mcl1 Noxa PPI: Mcl-1/Noxa interaction inhibition | TR-FRET Mcl-1/Noxa peptide binding, 2 h | inhibition, % at 21.7 µM | 220,000 compounds, 1.5% hits | AID 1022;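 active means compounds that cut the protein-peptide binding signal by more than 50% relative to plate controls in a single-dose test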;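 further: His-tagged Mcl-1 with rhodamine Noxa BH3 peptide and terbium anti-His antibody; 0% = Mcl-1 plus Noxa peptide wells and 100% = peptide-only wells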
Cdc42 wt: changes GTP binding to wildtype human Cdc42; percent activity (GTP binding), % at 10 µM; 190,000 compounds, 0.2% hits; GST-Cdc42 beads, Bodipy-GTP binding, flow cytometry; actives lie on both sides; P60953;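 active means percent activity GTP binding at least 20 points away from the 100% baseline, either down as inhibitor or up as activator; inconclusive means compound flagged as likely green fluorescent from well-wide comparison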;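 further: median bead fluorescence of bound Bodipy-FL-GTP at 100 nM; 0% = excess unlabeled GTP control and 100% = no compound control; below 100% means less GTP binding so inhibitor and above means activator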
Avidin bead fluor: avidin bead compound fluorescence profile; Avidin beads, compound fluorescence 488/530 nm, flow cytometry; stronger effect = higher value; fluorescence (KMESF) at 10 µM; 220,000 compounds, 0.38% hits; in the data active means fluorescence above about 47; further: inactives centre near 10
ABCB1 inh: inhibitors of human ABCB1 transporter, ABCG2 counter-screen; CCRF-Adr cells, JC-1 efflux, flow cytometry; P08183; 190,000 compounds, 0.067% hits; inhibition, % at 6.6 µM; in the data active means inhibition above about 40%;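 further: 0% = vehicle and 100% = reference inhibitor; higher value means more JC-1 retained so stronger ABCB1 efflux block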
Target sequence (P08183 whole entry, looked up): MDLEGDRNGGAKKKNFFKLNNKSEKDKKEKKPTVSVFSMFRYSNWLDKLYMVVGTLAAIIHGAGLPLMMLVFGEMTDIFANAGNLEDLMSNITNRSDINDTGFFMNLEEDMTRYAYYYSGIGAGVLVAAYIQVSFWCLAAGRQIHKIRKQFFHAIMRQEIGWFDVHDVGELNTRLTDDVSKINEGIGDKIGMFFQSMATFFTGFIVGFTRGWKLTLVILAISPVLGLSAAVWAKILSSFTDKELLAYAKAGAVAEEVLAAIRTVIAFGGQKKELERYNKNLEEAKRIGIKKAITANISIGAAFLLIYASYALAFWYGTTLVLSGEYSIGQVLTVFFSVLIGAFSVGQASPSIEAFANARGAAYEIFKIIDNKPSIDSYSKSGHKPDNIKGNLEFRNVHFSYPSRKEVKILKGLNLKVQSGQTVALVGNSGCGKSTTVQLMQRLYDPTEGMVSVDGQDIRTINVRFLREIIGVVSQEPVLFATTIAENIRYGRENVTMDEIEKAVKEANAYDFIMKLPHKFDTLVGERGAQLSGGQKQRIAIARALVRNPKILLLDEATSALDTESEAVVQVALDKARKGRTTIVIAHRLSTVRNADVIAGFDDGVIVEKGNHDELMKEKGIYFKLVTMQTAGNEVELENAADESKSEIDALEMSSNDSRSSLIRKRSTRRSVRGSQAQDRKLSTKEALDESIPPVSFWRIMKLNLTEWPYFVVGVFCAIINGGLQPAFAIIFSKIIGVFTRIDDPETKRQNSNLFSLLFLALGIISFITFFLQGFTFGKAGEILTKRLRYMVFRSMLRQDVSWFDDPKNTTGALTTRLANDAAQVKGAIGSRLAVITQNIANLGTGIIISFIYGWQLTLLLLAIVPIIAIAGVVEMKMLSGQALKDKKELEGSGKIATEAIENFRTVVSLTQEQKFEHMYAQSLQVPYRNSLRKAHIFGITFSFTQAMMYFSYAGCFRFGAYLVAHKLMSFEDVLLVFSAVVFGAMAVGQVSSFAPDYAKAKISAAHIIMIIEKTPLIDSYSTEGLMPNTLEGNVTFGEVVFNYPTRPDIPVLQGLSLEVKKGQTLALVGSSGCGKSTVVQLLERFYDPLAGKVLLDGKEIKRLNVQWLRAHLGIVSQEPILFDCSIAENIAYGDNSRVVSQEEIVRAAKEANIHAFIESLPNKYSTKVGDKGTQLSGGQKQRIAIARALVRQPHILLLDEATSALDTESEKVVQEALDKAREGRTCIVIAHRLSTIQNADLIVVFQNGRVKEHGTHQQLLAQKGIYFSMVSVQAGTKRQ
HRas wt GTP bind: changes GTP binding to wildtype human HRas. GST-Ras wt beads, Bodipy-FL-GTP binding, flow cytometry; actives lie on both sides. AID 759. 190,000 compounds, 0.14% hits. GTP binding activity, % at 10 µM;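 active means GTP binding activity at least 20% away from the 100% baseline, either lowered as inhibitor or raised as activator; inconclusive means flagged as likely green fluorescent, judged across all proteins in the well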;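 further: 0% = unlabeled GTP competition control and 100% = no-compound control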
Rab7 wt modul: alters GTP binding to wildtype dog Rab7 | GST-Rab7 beads, fluorescent GTP binding, flow cytometry; actives lie on both sides; untreated = 100%, excess cold GTP = 0% | GTP binding activity (percent of control), % at 10 µM | 190,000 compounds, 0.055% hits;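 active means fluorescent GTP binding to Rab7 beads changed by at least 20 points from the 100% baseline, either direction, mostly lower; inconclusive means compound itself probably fluorescent, or too few beads counted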;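 further: median green fluorescence of bound Bodipy-FL-GTP per Rab7 bead population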
Pf gamet viab: kills late stage P. falciparum gametocytes. P. falciparum stage V gametocytes, ATP luminescence, 24 h. AID 743093. 150,000 compounds, 0.065% hits. inhibition, % at 10.9 µM;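 active means inhibition above the mean plus 3 SD of compounds within the control limits, set per campaign, cut at about 38% in these data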;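 further: 0% = DMSO wells and 100% = medium only without gametocytes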
Rac1 act GTP bind: modulators of GTP binding to human Rac1 activated mutant | P63000 | GST-Rac1 activated beads, fluorescent GTP binding, flow cytometry; actives lie on both sides; 100% means binding = to untreated wells | percent activity (GTP binding), % at 10 µM | 190,000 compounds, 0.11% hits;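 active means GTP binding at least 20 percentage points away from the 100% baseline, in either direction, so actives lie on both sides; inconclusive means Compound likely fluorescent itself, or too few beads counted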
Rab2 wt GTP: changes GTP binding to wildtype dog Rab2A, up or down | P61105 | GST-Rab2 wt beads, Bodipy-GTP binding, flow cytometry | GTP binding activity, % at 10 µM | 190,000 compounds, 0.19% hits | AID 760;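 active means GTP binding activity at least 20 points away from 100%, either lowered or raised; inconclusive means signal likely due to the compound's own green fluorescence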;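 further: 0% = beads with excess unlabeled GTP and 100% = no-compound control corrected for plate trend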
The depositor's hits bear a star; ? = inconclusive; . = no result given.

SMILES	ABCG2 block	Rac1 wt GTP bind	Mcl1 Noxa PPI	Cdc42 wt	Avidin bead fluor	ABCB1 inh	HRas wt GTP bind	Rab7 wt modul	Pf gamet viab	Rac1 act GTP bind	Rab2 wt GTP
Cc1cc(O)c(/C=N/OCc2ccc(Cl)cc2Cl)c(=O)o1	10	96	21	91	12	0.2	93	92	13	95	96
CCOC(=O)c1c(C)[nH]c(C(=O)COC(=O)/C=C/c2ccc(OC(F)F)cc2)c1C	9	102	5	101	3	0.2	97	99	-23	98	96
CCOc1ccc(NC(=O)N2CCC(c3ccc(C)cc3)C2)cc1 (centres undefined)	2	97	15	98	32	0.1	98	95	.	94	96
COc1ccc(C2CC(=O)c3cnc(NC(=O)c4ccccc4OC)nc3C2)c(OC)c1 (centres undefined)	2	102	-7	101	5	1.2	101	101	.	99	102
N#CCCn1c(C2CCCCC2)nc2ccccc21	3	100	24	101	36	1.0	100	97	.	98	98
Cc1cccc(Nc2c([N+](=O)[O-])cc(C(=O)N3CC(=O)Nc4ccccc43)cc2[N+](=O)[O-])c1	2	100	9	98	9	0.7	98	97	22	99	97
CCOc1ccc(C(=O)OCC(=O)c2c(N)n(C)c(=O)n(C)c2=O)cc1OCC	5	98	-7	99	6	1.2	97	99	.	98	95
Nc1nc(-c2nc3ccccc3[nH]2)cs1	2	103	3	102	10	0.2	101	99	.	98	100
O=C(Nc1ccccc1N1CCOCC1)c1cccnc1	1	98	13	96	22	0.1	99	104	-4	95	100
COC(=O)c1cc(C(=O)Nc2ccc(S(N)(=O)=O)cc2)cc([N+](=O)[O-])c1	0	96	-5	97	6	0.5	93	95	-2	95	94
COc1cc(NC(=O)c2cccs2)c(C(=O)OCC(=O)NC(C)c2ccccc2)cc1OC (centres undefined)	3	96	4	97	7	0.9	97	95	.	97	93
CCOC(=O)C(NC(C)=O)(Nc1ccc(S(=O)(=O)Nc2cc(C)on2)cc1)C(F)(F)F (centres undefined)	2	102	23	100	21	0.4	100	95	6	96	96
Cc1ccc(-c2nc(NC(=O)CSc3cc(C)c4ccccc4n3)ns2)cc1	10	100	-212	96	6	1.2	98	94	.	97	96
O=C(CSc1ncn[nH]1)Nc1ccccc1C(=O)O	0	106	22	102	13	0.5	100	101	-9	100	100
COc1ccc(/C=C(\NC(=O)c2ccccc2)C(=O)N/N=C/c2ccncc2)cc1	2	101	3	104	12	0.3	101	94	23	101	102
CC(=O)Nc1ccc(N/C=C/C(=O)c2ccc(C)o2)cc1	14	101	0	101	8	1.4	105	101	22	100	104
COC(=O)Cc1ccc2sc(-c3ccccc3)nc2c1	3	103	5	101	11	0.1	103	102	.	101	102
CSc1cc(C)c(OCC(=O)Nc2ccc(NC(C)=O)cc2)c(C)c1	3	105	11	97	11	1.0	101	106	-9	96	98
CC(=O)Nc1c(O)nc(SCC(=O)Nc2nnc(SCc3ccccc3)s2)[nH]c1=O	3	98	19	98	11	-1.4	96	99	23	92	98
CCCn1c(-c2ccc(F)cc2)cnc1SCC(=O)O	3	100	15	101	4	0.4	101	98	.	98	99
CCC(C)NC(=O)N[C@@H](Cc1ccccc1)C(=O)O (some centres undefined)	0	109	11	104	25	0.0	103	104	.	102	103
O=C(CN1C(=O)CSCC1=O)Nc1ccc2c(c1)OCO2	8	105	53*	103	16	6.8	101	102	-4	99	100
O=c1cc(/C=C/c2ccccc2)oc2ccccc12	8	98	3	95	14	1.2	97	97	-2	97	98
CCO[C@H]1OC(C(=O)O)=C[C@@H](C)[C@@H]1CCCO	0	98	-18	96	6	0.6	96	95	.	96	96
COc1ccc(CC(=O)NNC(=O)c2cnccn2)cc1	-3	?	-2	?	13	-0.3	?	?	.	?	?
O=S(=O)(NC1=NCCC1)c1ccc(F)cc1F	3	98	7	97	13	0.3	98	101	-11	98	98
Cc1cc(SC(C)C(=O)Nc2ncc(Cl)cc2Cl)nc2ccccc12 (centres undefined)	4	103	-2	97	13	1.3	100	98	-3	99	99
Cc1c([N+](=O)[O-])c([N+](=O)[O-])nn1CC(=O)NCCc1ccccc1	5	98	-6	93	2	0.2	98	96	6	99	97
CCOC(=O)c1ccc2c(c1)nc(SCC(=O)NC(C)C)n2CC	54	103	8	101	15	-0.5	101	101	.	98	98
CC(C)CN(CC(C)C)c1nnc(N)s1	1	105	17	100	7	0.7	99	102	.	97	100

One compound at a time, from the list above. Screens in order: ABCG2 block, Rac1 wt GTP bind, Mcl1 Noxa PPI, Cdc42 wt, Avidin bead fluor, ABCB1 inh, HRas wt GTP bind, Rab7 wt modul, Pf gamet viab, Rac1 act GTP bind, Rab2 wt GTP
Profile of Cc1ccc(-c2nc(NC(=O)CSc3cc(C)c4ccccc4n3)ns2)cc1 = 10, 100, -212, 96, 6, 1.2, 98, 94, ., 97, 96
Profile of N#CCCn1c(C2CCCCC2)nc2ccccc21 = 3, 100, 24, 101, 36, 1.0, 100, 97, ., 98, 98

Remaining list, next part:
SMILES	ABCG2 block	Rac1 wt GTP bind	Mcl1 Noxa PPI	Cdc42 wt	Avidin bead fluor	ABCB1 inh	HRas wt GTP bind	Rab7 wt modul	Pf gamet viab	Rac1 act GTP bind	Rab2 wt GTP
CCOC(=O)c1cc(-c2ccccc2)sc1NC(=S)Nc1cc(C)ccn1	-1	101	12	105	15	-0.5	106	110	.	98	103
CCCCCC(=O)NNC(=S)NC(C)=O	2	105	-27	98	10	0.0	104	104	-20	96	101
CC(=O)Nc1ccc(S(=O)(=O)Nc2cccc(NC(=O)c3ccco3)c2)cc1	-1	89	13	88	9	-0.8	92	96	12	93	93
Cc1cccc(NC(=O)CN(C)S(=O)(=O)c2cccc3nsnc23)c1C	3	103	-17	103	7	0.8	104	107	.	99	105
O=C(O)CC(Cc1ccc(Br)cc1)C(=O)O (centres undefined)	0	97	10	96	3	0.2	98	100	-8	99	102
O=C(COC(=O)c1ccc(S(=O)(=O)N2CCCC2)cc1)NCc1cccs1	1	101	35	101	6	0.4	101	111	-2	96	103
CN(C)c1cc(NC(=O)CNC(C)(C)CC(C)(C)C)c2ccccc2n1	0	98	4	95	8	6.2	98	104	-12	97	99
CSc1cccc(NC(=O)CSc2ncccc2C(=O)Oc2cccc([N+](=O)[O-])c2)c1	2	101	22	98	15	0.1	97	101	7	98	96
COc1ccc(C(C)=O)cc1COc1ccc(F)cc1	14	96	0	90	8	0.5	96	95	.	93	96
Cc1csc(-c2cccnc2)n1	1	102	7	99	2	0.0	100	104	-3	100	99
CCOC(=O)Nc1sc(C(=O)N(C)C)c(C)c1C(=O)OCC	4	104	-9	107	6	0.8	102	99	.	101	104
O=C(CN1C(=O)NC2(CCc3ccccc3C2)C1=O)Nc1ccc(Cl)cc1F (centres undefined)	1	96	-10	96	7	0.4	96	98	-23	94	95
CC1CCCN(C(=S)SCC(=O)O)C1 (centres undefined)	0	104	11	102	6	0.2	99	95	.	98	99
CNC(=O)Nc1ccc(Cn2cc(C(F)(F)F)ccc2=O)cc1	3	97	10	96	8	-0.2	98	101	13	96	100
O=C(CSc1nc2ccccc2o1)c1ccc2c(c1)OCCO2	0	97	-4	94	15	-0.1	97	99	10	88	95
CC(C)NS(=O)(=O)c1ccc(OCC(=O)NCc2cccnc2)cc1	0	105	-5	105	11	0.0	104	106	9	101	102
CC(C)CCNC(=O)c1csc2c1CCCCC2	18	102	17	103	9	0.1	98	97	12	95	102
CC(=O)N1CCN(CCN2C(C)=CC(=C(C#N)C#N)C=C2C)CC1	2	95	3	98	11	0.2	95	104	-6	97	99
COc1ccc(Nc2nnc(-c3ccc(O)cc3)c3ccccc23)cc1	1	83	3	87	17	0.3	88	94	-6	90	89
Cc1cc(C(=O)OCC(=O)Nc2ccc(F)cc2)c(C)o1	3	100	-2	99	17	0.4	96	97	.	100	97
O=C1c2ccccc2CC1(Cc1ccccc1)Cc1ccccc1	2	103	-2	101	14	0.5	101	100	-13	98	98
CC(C)(C)N1C(=O)c2ccc(C(=O)O)cc2C1=O	5	103	14	103	8	0.6	103	107	.	98	104
COc1ccc(OC)c(C2C(C(C)=O)=C(O)C(=O)N2CCC(=O)O)c1 (centres undefined)	2	104	30	102	9	0.4	100	101	-4	98	101
COc1cc(OC)c(C(=O)NNC(=S)NC2CCCCC2)cc1OC	3	99	14	100	12	-0.2	98	98	10	99	99
CCCNC(=S)NC1CCCC1	1	99	33	100	7	0.2	98	97	-8	98	97
CCOc1cc(C(=O)Nc2ccc(C)cc2C)ccc1OCC(=O)N1CCCCC1	16	103	14	103	10	1.1	101	99	28	100	99
Cc1cccc(N2C(=O)CC(Sc3nnc(C)s3)C2=O)c1 (centres undefined)	19	103	13	100	22	3.2	100	102	.	97	98
O=C(COc1ccc2c(c1)CCC2)N1CCc2ccccc21	4	107	49	105	16	0.8	102	98	-5	99	101
COc1cccc(C(=O)O/N=C(\N)Cc2ccc(Cl)cc2)c1	11	105	16	104	12	11	98	99	-29	96	99
COCCNC(=O)CNC(=O)c1nn(-c2ccc(OC)c(Cl)c2)c(=O)c2ccccc12	8	95	.	98	8	5.5	97	95	.	95	95
O=C(C1CCCN(S(=O)(=O)c2cccs2)C1)N1CCC(N2CCCCC2)CC1 (centres undefined)	0	100	0	99	6	0.2	98	100	.	97	97
CC(=O)N(c1ccccc1)C1CCCC1	-1	101	-7	103	2	-0.1	102	100	4	99	100
COc1ccc(OC)c(N/C(C)=C/C(=O)c2ccc(Br)cc2)c1	-1	96	-16	93	9	3.5	96	101	5	93	97
COc1cc(C)c2occ(/C(C)=N\O)c2c1	12	103	0	102	12	-0.6	101	104	-3	100	104
O=C(N/N=C/c1ccccc1Cl)c1nc2ccc([N+](=O)[O-])cc2c(=O)[nH]1	-6	85	48	88	9	-1.3	89	97	0	86	86
COCCn1nnnc1C(c1ccc(OC)c(OC)c1)N1CCc2ccccc21 (centres undefined)	-2	95	7	97	9	-1.9	98	96	-44	95	95
CCCc1ccc(-c2cc(C(=O)Nc3ccc([N+](=O)[O-])cn3)c3ccccc3n2)cc1	2	104	12	103	19	0.4	100	97	12	100	98
CN(Cc1ccccc1)C(=O)COc1ccc(-c2nnco2)cc1	1	102	14	100	6	-1.3	98	103	-20	97	98
Cc1ccc(S(=O)(=O)c2c(N)n(-c3ccccc3)c3nc4ccccc4nc23)cc1	2	101	-1	97	16	1.1	98	100	1	99	97
O=S(=O)(c1cccc(-n2cnnn2)c1)N1CCOCC1	1	99	-9	98	9	0.2	97	95	.	93	96
